# AmpC detergent – blocks E. coli AmpC beta-lactamase in detergent assay; AmpC hydrolysis of nitrocefin, absorbance 480 nm, 0.01% Triton; P00811; actives 0.041% (n = 370,000); Potency, µM (top dose mostly 114 µM), for the others: top-dose activity change, negative = inhibition, usual class: inhibitors; active = well fitted inhibition curve with a large enough effect; inconclusive = small, poorly fitted or top-dose-only effect;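 note: potency is the fitted concentration of half-maximal effect; 0% = no-compound wells and -100% = no-enzyme wells; nearly all actives have a fitted effect of over 25% in size; some results filed as inactive show a strong effect at the top dose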
# Target sequence (P00811 whole entry, looked up): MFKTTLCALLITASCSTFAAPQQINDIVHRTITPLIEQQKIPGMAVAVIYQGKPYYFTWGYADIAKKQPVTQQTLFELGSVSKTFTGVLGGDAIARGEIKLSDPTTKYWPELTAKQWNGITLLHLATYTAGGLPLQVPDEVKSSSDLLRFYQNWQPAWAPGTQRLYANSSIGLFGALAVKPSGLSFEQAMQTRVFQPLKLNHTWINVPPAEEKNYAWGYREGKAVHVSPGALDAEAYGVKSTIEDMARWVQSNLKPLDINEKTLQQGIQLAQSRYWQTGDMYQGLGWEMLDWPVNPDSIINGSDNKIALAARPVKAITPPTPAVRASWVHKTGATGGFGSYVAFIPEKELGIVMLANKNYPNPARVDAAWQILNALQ
#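 AmpC (5.3 nM in the dispensed reagent) in 20 mM phosphate pH 7.0 with 0.01% (detergent screen) or 0.0001% Triton X-100 was preincubated with compounds for 15 min at room temperature. Nitrocefin was then added from an 800 uM solution, and hydrolysis was followed at 480 nm.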
# HCMV antiviral – human cytomegalovirus inhibition; HFF cells, HCMV-luciferase reporter, 72 h; stronger effect = lower value; activity change, negative = inhibition, % at 57.5 µM; actives 4.5% (n = 410,000); AID 1259415; in the data active = activity change below about -60%; inconclusive = no clear call, values can overlap the other calls; inactive = above about -39%
#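 Human foreskin fibroblasts infected with luciferase-reporter HCMV at MOI 1 PFU/cell, compounds at two doses. Luciferase measured 72 h post infection; normalized to buffer-only basal and Salinomycin (10uM) controls.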
# * = called active by the depositor; ? = inconclusive. Unless noted, % is set by controls: 0 for no effect and ±100 for the full control effect.
# Order of values: HCMV antiviral, AmpC detergent
COc1ccc(-c2cc(C(F)(F)F)c(C#N)c(SCC(=O)Nc3ccccc3F)n2)cc1
    22, 17%
Cc1ccc(-c2ccc(CCC(=O)O)n2-c2ccc(C(C)C)cc2)cc1
    6, -10%
Cc1cccc(NC(=O)C(=O)NCC(c2cccnc2)N2CCc3ccccc32)c1C (stereo not given)
    -13, -5%
Cn1c(=NC(=O)c2ccc(S(=O)(=O)N3CCCc4ccccc43)cc2)sc2cc(F)ccc21
    -33, -6%
CCn1c(CN2CCOCC2)nc2cc(NC(=O)c3cc(OC)c(OC)c(OC)c3)ccc21
    40, 21%
O=C(NCCc1ccccc1)c1ccc2c(c1)nc1n2CCOC1
    26, -2%
COc1ccc(-n2c(SCC(=O)NCc3ccccc3)nc3ccsc3c2=O)cc1
    ?, -4%
COc1ccc(-n2c(=O)c3c4c(sc3n(Cc3ccccc3Cl)c2=O)CCC4)c(OC)c1
    8, 3%
CCN1CCN(c2ncnc3c2cnn3-c2ccc(C)c(Cl)c2)CC1
    45, -9%
CCS(=O)(=O)NCCc1sc2nc(-c3ccc(OC)cc3)nn2c1C
    ?, 0%
O=C(NCc1ccccc1F)c1ccc(CSc2nc3cccnc3n2Cc2ccccc2)cc1
    -21, 11%
COc1cc(C(=O)NCC(c2ccc3c(c2)OCO3)N2CCN(C)CC2)cc(OC)c1OC (stereo not given)
    41, 5%
COC(=O)c1nnn(CC(=O)Nc2cc(F)ccc2F)c1C(=O)OC
    -109*, 17%
CCCCc1nn2c(=O)cc(CN(CC)c3ccccc3)nc2s1
    11, -2%
COCCN1Cc2cccc(C(=O)Nc3ccc(C)c(F)c3)c2C1=O
    -12, 0%
COCCNC(=O)CCCn1c(SCC(=O)c2ccc(Br)cc2)nc2c(sc3ccccc32)c1=O
    6, -11%
Cc1ccc2cc3cc(C(=O)N4CCN(c5cccc(C(F)(F)F)c5)CC4)sc3nc2c1
    -3, -3%
Cc1ccc2[nH]c(CSc3nnc(NC(=O)COc4ccccc4C)s3)cc(=O)c2c1
    -10, -9%
Cc1ccc2nc(CSc3nnc(NC(=O)c4cccc(Br)c4)s3)cc(=O)n2c1
    -20, 18%
O=c1c2c3c(sc2nnn1Cc1ccc(Br)cc1)CCCC3
    6, 2%
CCOc1ccccc1C(=O)Nc1cccc(-c2nc3ccccc3s2)c1
    5, 21%
Cc1ccc(Cl)cc1NC(=O)CCS(=O)(=O)c1ccc(Br)s1
    -34, -4%
CCOC(=O)c1c(C)[nH]c(CCC(=O)Nc2ccccc2OCC)c1C
    ?, 0%
CC(=O)N1CCc2c(sc3nc(SCC(N)=O)n(-c4ccc(F)c(Cl)c4)c(=O)c23)C1
    -3, -2%
COc1ccc(CNC(=O)Cn2c(=O)c3cccn3c3cccnc32)cc1
    -22, 2%
CCc1ccccc1Nc1nn2c(=O)c3ccc(C(=O)NC4CCCCC4)cc3nc2s1
    4, ?
COc1ccc(CCNC(=O)CCS(=O)(=O)c2cc3c(cc2Cl)NC(=O)CO3)cc1OC
    -10, 21%
Cc1cccc(CSc2ncc(Cl)c(C(=O)Nc3sc4c(c3C(N)=O)CCCC4)n2)c1
    6, 18%
COc1ccc(C)cc1NC(=O)Cn1c(=O)nc(-c2ccccc2F)c2cc(Cl)ccc21
    31, -4%
CCOc1ccccc1CNC(=O)c1cc(-c2ccc(Cl)s2)nc2ccccc12
    -27, 25%

# As entered above.
# CCS(=O)(=O)NCCc1sc2nc(-c3ccc(OC)cc3)nn2c1C – AmpC detergent: 0%
# COc1ccc(-n2c(=O)c3c4c(sc3n(Cc3ccccc3Cl)c2=O)CCC4)c(OC)c1 – AmpC detergent: 3%

# Next structures follow:
# Order of values: HCMV antiviral, AmpC detergent
COc1ccc(OC)c(Nc2ncnc3c2cnn3-c2cccc(Cl)c2)c1
    19, 5%
Cc1ccc2c(=O)cc(C(=O)Nc3ccc(S(=O)(=O)N(C)c4ccccc4)cc3)oc2c1C
    20, 4%
CCCN(Cc1cccs1)C(=O)Nc1cc(Cl)ccc1C
    -20, 11%
Cc1ccc(C)c(N2CCN(c3nc4ccccc4n4nnnc34)CC2)c1
    118, 18%
CCOC(=O)c1cccc(NC(=O)[C@H](CSCc2ccccc2)N2Cc3ccccc3C2=O)c1
    -24, -7%
CCOc1ccccc1C(=O)Nc1ccc2nc3c(c(Nc4ccc(OC)c(OC)c4)c2c1)CCCC3
    -103*, 2%
Cc1ccc(NC(=O)c2cc(S(=O)(=O)N3CCC4(CC3)OCCO4)ccc2F)cc1Cl
    13, -7%
COc1ccc(NS(=O)(=O)c2cc3[nH]c(=O)c(=O)[nH]c3cc2C)cc1Cl
    2, -3%
O=C(Cn1c(=O)n(-c2ccccc2)c(=O)c2ccc(C(=O)NCc3ccc4c(c3)OCO4)cc21)Nc1ccc(F)c(Cl)c1
    5, 2%
Cc1ccc(CNC(=O)Cn2ncc3c(C)n(Cc4ccc(Cl)cc4)c(C)c3c2=O)cc1
    -5, 10%
O=C(Nc1ccc(Br)cc1)N1CCC(CN2CCCC2)CC1
    -19, -8%
COc1ccc(-c2cc(C)no2)cc1S(=O)(=O)NC1CCC(C)CC1 (stereo not given)
    ?, 0%
COc1ccccc1N1CCN(C(=O)C2CCN(S(=O)(=O)c3cn(C)cn3)CC2)CC1
    -20, 11%
CC(C)(C)C1CCc2c(sc(NC(=O)Cn3nnc(-c4cccc(C(F)(F)F)c4)n3)c2C#N)C1 (stereo not given)
    12, -11%
Cc1ccc(C)c(NC(=O)c2cnn(-c3cccc(F)c3)c2C2CCN(C(=O)OC(C)(C)C)CC2)c1
    -14, -5%
COc1cccc(CNC(=O)C2CCCN(c3ncnc4onc(-c5ccc(F)cc5)c34)C2)c1 (stereo not given)
    14, 12%
COc1ccc(Cl)cc1NC(=O)c1ccc(CN2C(=O)CCn3nc(C)cc32)cc1
    ?, -1%
Cc1ccc(C(=O)COC(=O)CCC(=O)Nc2ccc(Oc3ccccc3)cc2)cc1
    12, 10%
Nc1ncc(S(=O)(=O)NCc2ccccc2F)cn1
    -34, 0%
CC1=C(C(=O)Nc2cccnc2)C(c2cccc(O)c2)n2nc(SCc3ccccc3)nc2N1 (stereo not given)
    5, 5%
COc1ccc(C(Nc2ccccn2)c2ccc3ccc(C)nc3c2O)cc1C (stereo not given)
    -11, 11%
CCOC(=O)c1c(C)oc2ccc(N(C(=O)c3ccncc3)S(=O)(=O)c3ccc(F)cc3)cc12
    -5, -3%
COc1ccc(CNc2nc(-c3ccc(OC)c(OC)c3)cc(C(F)(F)F)n2)cc1
    6, 13%
O=C(c1cnc(N2CCOCC2)c2ccccc12)N1CCN(c2ccccc2F)CC1
    -9, -4%
OCCN1CCN(C(c2ccc(Cl)cc2Cl)c2sc3nc(-c4ccco4)nn3c2O)CC1 (stereo not given)
    -4, 3%
Cc1ccc(CNc2ncnc3onc(C)c23)cc1
    -37, 19%
CCCCN(C)C(=O)Cn1ncc2c([nH]c3ccc(C)cc32)c1=O
    -2, 4%
CCCCNc1nc(Oc2ccc(=O)n(C)n2)nc(N(C)C)n1
    33, -3%
Cc1c(C(=O)N(C)C)sc2c1c(=O)n(-c1ccc(Cl)cc1)c(=O)n2CC(=O)C(C)(C)C
    92, 12%
COC(=O)c1cccnc1-n1c(=O)c2cccnc2n(CC(=O)Nc2c(C)cc(C)cc2C)c1=O
    26, 15%

# 4 structures already listed, sorted by number of heavy atoms, low to high:
# Order of values: HCMV antiviral, AmpC detergent
O=C(Nc1ccc(Br)cc1)N1CCC(CN2CCCC2)CC1
    -19, -8%
CCCCNc1nc(Oc2ccc(=O)n(C)n2)nc(N(C)C)n1
    33, -3%
COc1ccc(C(Nc2ccccn2)c2ccc3ccc(C)nc3c2O)cc1C (stereo not given)
    -11, 11%
Cc1ccc(NC(=O)c2cc(S(=O)(=O)N3CCC4(CC3)OCCO4)ccc2F)cc1Cl
    13, -7%

# Remaining list, next part
# Order of values: HCMV antiviral, AmpC detergent
Cc1ccc(-n2nnc(-c3nsc(NC(=O)c4ccccc4)n3)c2C)cc1
    27, 1%
CCN(c1ccccc1)S(=O)(=O)c1ccc(F)c(C(=O)Nc2ccc(C)cc2)c1
    -29, 1%
Cc1ccc(-n2c(-c3ccco3)nc3c(cnn3-c3ccccc3Cl)c2=O)cc1
    -16, 0%
O=C(O)Cc1sc(Nc2ccccc2)nc1-c1ccccc1
    7, 0%
CC1CCN(S(=O)(=O)c2ccc3c(c2)N(CC(=O)O)C(=O)CO3)CC1
    -23, 2%
CCOc1cccc2sc(N3CCN(C(=O)C4CC4)CC3)nc12
    -12, 0%
Cc1ccc(NC(=O)C2Cc3ccccc3N2C(=O)c2ccccc2)cc1Cl (stereo not given)
    -11, 3%
COc1ccc(NC(=O)Nc2cccc(OCc3cc(=O)n4cccc(C)c4n3)c2)c(OC)c1
    -19, -6%
Cc1cccc(OCCSc2nc3ccc(NC(=O)COc4ccccc4)cc3s2)c1
    -18, ?
Cc1ccc(-n2ncc3c(=O)n(Cc4cccc(Cl)c4)cnc32)cc1C
    -5, -4%
CC1CCCN(c2ncnc3c2cnn3-c2ccc(F)cc2)C1 (stereo not given)
    -80*, -2%
O=C(Nc1ccc(OC(F)(F)F)cc1)C(NS(=O)(=O)c1cccc2nsnc12)c1ccccc1 (stereo not given)
    21, 10%
CC(=O)N1CCc2c(sc3c2c(=O)n(CCc2ccccc2)c(=O)n3CC(=O)Nc2ccc(C)c(F)c2)C1
    -3, 12%
COc1ccc2nc3oc(C(=O)NCc4ccccc4OC)cc3cc2c1
    4, 3%
CCOc1ccc(NC(=O)Cn2nc(CC)n3c(cc4sccc43)c2=O)cc1
    -7, 19%
COc1cc(OC)c(NC(=O)N2CCOc3ccc(C)cc32)cc1Cl
    -25, 22%
CC(C)CC1Nc2ccc(C(=O)NCCCOC(C)C)cc2NC1=O (stereo not given)
    9, 20%
CCOC(=O)c1cc(-c2ccc(C)cc2)n(CCC(=O)NCc2ccccc2)c1C
    9, 25%
O=C(Nc1ccc(S(=O)(=O)N(Cc2ccccc2)c2ccccc2)cc1)c1ccc([N+](=O)[O-])cc1
    14, 24%
COc1ccc2nc(NC(=O)c3ccc(S(=O)(=O)N4CCC(C)CC4)cc3)sc2c1
    25, -4%
CN(Cc1ccccc1)c1nnc(NC(=O)Nc2cccc(Br)c2)s1
    -28, -5%
COc1ccc(N(Cc2cccs2)C(=O)c2ccc(Br)o2)cc1
    8, 18%
O=C(NCc1ccccc1)c1ccc(CS(=O)(=O)c2c(Cl)cccc2Cl)o1
    -2, -15%
Cc1cc2oc(=O)cc(C)c2c2occ(-c3ccc(Cl)cc3)c12
    -8, 6%
CCOC(=O)C1CCN(S(=O)(=O)c2cc(Br)cc3c2N(C(=O)CC)CC3)CC1
    7, 0%
Cc1cc(C)cc(NC(=O)Cn2c(=O)c3ccccc3n3nncc23)c1
    2, 13%
CCc1ccc(S(=O)(=O)c2nnn3c2nc(NCc2cccs2)c2sccc23)cc1
    -3, 1%
CCOC(=O)c1ccc(NC(=O)CC2C(=O)N(c3ccccc3)C(=O)N2C2CCCCC2)cc1 (stereo not given)
    7, 13%
COc1ccc(Br)cc1CNC(=O)CCSCc1ccc(C)cc1
    ?, 2%
Cc1ccc(-n2ncc(C(=O)N(C)Cc3ccccc3)c2-n2cccc2)cc1
    ?, 21%
COc1c(C)cc(NS(=O)(=O)c2ccc3c(c2)OCCO3)cc1C
    -39, -1%
COc1ccc(NC(=O)CCn2c(=O)c3cccn3c3cccnc32)cc1Cl
    -21, 12%
Cn1c(COc2ccccc2C(C)(C)C)nc2ccccc21
    -15, ?
CCc1ccc(CN(Cc2ccco2)C(=O)c2ccc(C)cc2)cc1
    44, 15%
Cc1ccc(N2C(=O)C(CC(=O)Nc3ccccc3)N(CCC3=CCCCC3)C2=O)cc1 (stereo not given)
    40, -6%
CCN(CC)c1ccc(NC(=O)C2CCN(S(=O)(=O)c3cnc[nH]3)CC2)c(C)c1
    2, -2%
O=C(CC1N=C2c3ccccc3N=C(SCC(=O)Nc3ccccc3F)N2C1=O)NCc1ccc2c(c1)OCO2 (stereo not given)
    24, 4%
Cc1ccc(NC(=O)c2ccc3[nH]c(C)cc(=O)c3c2)c(C)c1
    -8, 3%
CCC(Sc1nc2ccccc2c(=O)n1CCc1ccc(OC)c(OC)c1)C(=O)N(CC)CC (stereo not given)
    -11, -6%

# Of the compounds above, these have an NH in an aromatic ring:
# Order of values: HCMV antiviral, AmpC detergent
Cc1ccc2[nH]c(CSc3nnc(NC(=O)COc4ccccc4C)s3)cc(=O)c2c1
    -10, -9%
CCOC(=O)c1c(C)[nH]c(CCC(=O)Nc2ccccc2OCC)c1C
    ?, 0%
COc1ccc(NS(=O)(=O)c2cc3[nH]c(=O)c(=O)[nH]c3cc2C)cc1Cl
    2, -3%
CCCCN(C)C(=O)Cn1ncc2c([nH]c3ccc(C)cc32)c1=O
    -2, 4%
CCN(CC)c1ccc(NC(=O)C2CCN(S(=O)(=O)c3cnc[nH]3)CC2)c(C)c1
    2, -2%
Cc1ccc(NC(=O)c2ccc3[nH]c(C)cc(=O)c3c2)c(C)c1
    -8, 3%

# Whole records as entered above. Order of screens: HCMV antiviral, AmpC detergent
# Shown for Cc1ccc2cc3cc(C(=O)N4CCN(c5cccc(C(F)(F)F)c5)CC4)sc3nc2c1 → -3, -3%
# Shown for COc1cc(OC)c(NC(=O)N2CCOc3ccc(C)cc32)cc1Cl → -25, 22%

# This is a subset. The share of hits here may be higher or lower than overall.
